From PubChem BioAssay
IDH1 R132H inh = human IDH1 R132H inhibition; O75874; IDH1-R132H enzyme, NADPH consumption, diaphorase/resazurin fluorescence; Potency, µM (titrated, usually from 76.6 µM), inactives show top-dose activity change, negative = inhibition, most hits filed as inhibitors; 390,000 compounds, 0.093% hits; further: potency means the concentration at half of the fitted maximal effect; on the % scale 0 is the no-effect control and ±100 the full control effect; nearly all actives have a fitted effect of over 65% in size
Target sequence (O75874 whole entry R132H, stated change not applied): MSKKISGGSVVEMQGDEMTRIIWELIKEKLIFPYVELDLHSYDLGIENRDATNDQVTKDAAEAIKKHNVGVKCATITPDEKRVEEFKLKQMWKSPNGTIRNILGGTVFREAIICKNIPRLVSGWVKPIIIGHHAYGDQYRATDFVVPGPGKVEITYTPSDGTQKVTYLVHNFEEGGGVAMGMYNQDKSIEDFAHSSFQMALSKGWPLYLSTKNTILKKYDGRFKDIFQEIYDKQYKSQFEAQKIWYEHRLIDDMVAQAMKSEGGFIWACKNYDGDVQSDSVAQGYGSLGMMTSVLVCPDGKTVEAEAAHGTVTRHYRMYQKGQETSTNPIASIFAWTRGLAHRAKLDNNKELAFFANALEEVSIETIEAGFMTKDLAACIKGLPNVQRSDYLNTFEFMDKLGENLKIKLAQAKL
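IDH1-R132H (0.5 ug/mL) preincubated 30 min with compound, then NADPH (0.016 mM) and alpha-KG (2 mM) added; 80 min at RT, pH 7.5. Remaining NADPH coupled via diaphorase/resazurin to fluorescence (540/590 nm); concentration-response curves normalized to no-enzyme control.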
TRHR ag = activates the human TRH receptor | activation, % at 2 µM | TRHR cells, calcium flux fluo-8, FDSS agonist mode | P34981 | 360,000 compounds, 0.18% hits; in the data active means activation above about 30%; further: 0% is about no effect
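TRHR-expressing cells loaded with fluo-8 calcium dye; 23 nL library compound pin-transferred, kinetic FDSS fluorescence (Ex 480/Em 530) recorded about 180 s for agonist-induced calcium release, before a 10 nM TRH EC20 addition for potentiator mode.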
USP1 inh = USP1/UAF1 (human) deubiquitinase inhibition. 390,000 compounds, 0.23% hits. Potency, µM (titrated, usually from 57.1 µM), for the others: top-dose activity change, negative = inhibition, usual class: inhibitors. AID 743255. recombinant USP1/UAF1, Ub-Rhodamine cleavage fluorescence. O94782; further: potency means the concentration at half of the fitted maximal effect; on the % scale 0 is the no-effect control and ±100 the full control effect; nearly all actives have a fitted effect of over 60% in size; inactives centre near -12
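USP1/UAF1 complex at 1 nM was preincubated with compound for 15 min at room temperature, then Ub-Rho substrate (150nM final) was added. Fluorescence (480/540 nm) was read kinetically, 6 reads every 60 seconds.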
D2 agonist = D2 dopamine receptor (human) agonism; HEK293 T-REx D2 cells, calcium flux agonist mode; 340,000 compounds, 0.53% hits; activation, % at 2 µM; AID 485358; P14416;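 active means activation over 3 SD above normal in the single-dose calcium agonist read, cut at about 30% in these data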; further: 0% is about no effect
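Agonism scored from kinetic calcium signal (1 read/sec, 180 s) following compound pin transfer, after a 10 s baseline. Cells: HEK293 Trex line expressing inducible D2 receptor coupled to calcium, dye-loaded after overnight culture at 30 C.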
PI4K2A block = PI4K2A (human) kinase inhibition. purified PI4K2A, ADP-Glo luminescence, 1 h; stronger effect = lower value. activity change, negative = inhibition, % at 76.9 µM. 420,000 compounds, 0.13% hits; in the data active means activity change below about -50%; inconclusive means mostly about -30% to -49%;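 further: -100% = wells without enzyme as full effect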
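In this quantitative HTS, ADP production by PI4K2A was quantified luminescently after 1 h at ambient temperature; 100 microM adenosine served as plate-quality control.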
TRHR enhancer = allosteric enhancers of human TRH receptor; P34981; TRHR cells, fluo-8 calcium fluorescence, EC20 TRH enhancement; enhancement, % at 2 µM; 360,000 compounds, 0.66% hits; AID 493056; in the data active means enhancement above about 30%; further: 0% is about no effect
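TRHR-expressing cells loaded with fluo-8 calcium dye were read kinetically (ex 480/em 530) during compound addition, then stimulated with an EC20 of TRH (10 nM final). Enhancement of the Gq-mediated intracellular calcium response was scored.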
TrxR1 substrate = rat thioredoxin reductase 1 substrate activity | O89049 | purified TrxR1 substrate turnover, NADPH consumption readout | Potency, µM (series often up to 114 µM), inactives show at the top dose activity change, negative = substrate turnover | 390,000 compounds, 0.01% hits | AID 588456; further: potency means the concentration at half of the fitted maximal effect; on the % scale 0 is the no-effect control and ±100 the full control effect; nearly all actives have a fitted effect of over 50% in size
Target sequence (O89049 whole entry, looked up): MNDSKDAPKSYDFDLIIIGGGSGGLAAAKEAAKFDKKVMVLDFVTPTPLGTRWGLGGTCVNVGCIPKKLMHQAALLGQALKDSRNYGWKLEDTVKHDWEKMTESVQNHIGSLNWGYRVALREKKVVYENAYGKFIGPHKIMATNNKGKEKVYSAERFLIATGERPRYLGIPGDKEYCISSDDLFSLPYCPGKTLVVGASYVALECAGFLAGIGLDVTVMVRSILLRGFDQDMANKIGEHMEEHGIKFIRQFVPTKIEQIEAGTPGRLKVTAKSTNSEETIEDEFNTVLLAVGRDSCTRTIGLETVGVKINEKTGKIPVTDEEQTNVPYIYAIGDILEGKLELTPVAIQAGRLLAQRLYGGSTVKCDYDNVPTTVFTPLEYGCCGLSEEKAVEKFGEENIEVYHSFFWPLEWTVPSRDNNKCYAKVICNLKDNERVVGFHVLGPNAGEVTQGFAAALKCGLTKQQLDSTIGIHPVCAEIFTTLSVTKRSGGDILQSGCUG
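Rat TrxR1, dispensed at 90 nM, was prereduced with 400 uM NADPH (final) for 5 min at ~22 deg C, then incubated with compound 15 min before 400 uM selenite. A first-read NADPH fluorescence drop versus no-compound background flagged substrates.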
D2 antagonist = antagonizes the human D2 dopamine receptor. inhibition, % at 10 µM. HEK293 TREx D2 cells, calcium flux, dopamine EC80. P14416. AID 485344. 340,000 compounds, 2% hits; in the data active means inhibition above about 30%; further: 0% is about no effect
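Calcium flux kinetic readout in an inducible HEK293 TREx D2 line plated overnight at 30 C. After 180 s compound exposure, an EC80 dopamine challenge follows with another 180 s kinetic read to detect antagonism.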
TrxR1 inh = inhibitors of rat thioredoxin reductase 1; O89049; recombinant rTrxR1, NADPH fluorescence consumption, selenite substrate; Potency, µM (doses to about 114 µM), for the others: at the top dose activity change, negative = inhibition, usual class: inhibitors; 390,000 compounds, 1% hits; further: potency means the concentration at half of the fitted maximal effect; on the % scale 0 is the no-effect control and ±100 the full control effect; nearly all actives have a fitted effect of over 65% in size
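Rat TrxR1 (90 nM in the dispensed reagent) was pre-reduced with 400 uM NADPH for 5 min at room temperature, then incubated with compound for 15 min. After 400 uM selenite was added, NADPH fluorescence (Ex 340/Em 450 nm) was followed for 8 min.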
Starred values were filed as active, the others as inactive; & = joins results of further samples; [ ] = dose if it differs, or a comment. Unless noted, the call rests on the fitted dose curve; in most records, active means well fitted inhibition curve with a large enough effect; inconclusive means small, poorly fitted or top-dose-only effect; inactive means no such curve, though single readings can be large or run the other way.

Cc1ccc2cc(CN(CCN(C)C)C(=O)Nc3ccc(Cl)cc3)c(=O)[nH]c2c1 was read as IDH1 R132H inh 0%, TRHR ag -0.6, USP1 inh -10%, D2 agonist 0.6, PI4K2A block -2, TRHR enhancer 8, TrxR1 substrate 9%[57.1 µM], D2 antagonist 14 and TrxR1 inh 6%[57.1 µM].
`Clc1ccc2nc(Nc3ccccc3Cl)nc(-c3ccccc3)c2c1` gave TRHR ag -1.2, USP1 inh inconclusive, D2 agonist -0.6, PI4K2A block -5, TRHR enhancer -3, TrxR1 substrate 18% and TrxR1 inh 28%.
CCN(CC)C(=O)Cn1c(=O)n(-c2ccc(C)c(C)c2)c(=O)c2c(C)c(C(=O)N(CC)CC)sc21 was read as IDH1 R132H inh 9%, TRHR ag 0.0, USP1 inh -24%, D2 agonist 0.3, PI4K2A block -8, TRHR enhancer 10, TrxR1 substrate 1%[57.1 µM] and TrxR1 inh 7%[57.1 µM].
For Fc1ccc(NC(=S)N2CCN(c3ncccn3)CC2)cc1 the results were IDH1 R132H inh -3%, TRHR ag 1.0, USP1 inh -8%, D2 agonist 4.8, PI4K2A block -1, TRHR enhancer -5, TrxR1 substrate 0%, D2 antagonist 22 and TrxR1 inh 5%.
For O=C1C=C(N2CCN(C(=O)c3ccccc3)CC2)C2(CCCCC2)O1 the results were IDH1 R132H inh 4%, TRHR ag 0.9, USP1 inh 1%, D2 agonist -0.1, PI4K2A block 17, TRHR enhancer 5, TrxR1 substrate 8%[57.1 µM], D2 antagonist 2 and TrxR1 inh -1%[57.1 µM].
Screening Cc1ccc(S(=O)(=O)CC(=O)Nc2ccc3nc(C)sc3c2)cc1 returned IDH1 R132H inh 0%, TRHR ag -1.2, USP1 inh -24%, D2 agonist -0.1, PI4K2A block 6, TRHR enhancer 17, TrxR1 substrate -2%, D2 antagonist 1 and TrxR1 inh 2%.
`COc1cc(/C=N/NC(=O)CNC(=O)c2ccc3c(c2)OCCO3)ccc1O` gave IDH1 R132H inh 1%, TRHR ag 1.3, USP1 inh -5%, D2 agonist -2.2, PI4K2A block 1, TRHR enhancer -1, TrxR1 substrate -1%, D2 antagonist -10 and TrxR1 inh 0%.
CCN(CC)c1ccc(C(=O)OCC(=O)Nc2ccccc2-c2ccccc2)cc1 was read as IDH1 R132H inh 6%, TRHR ag 0.6, USP1 inh -11%, D2 agonist 0.0, PI4K2A block -3, TRHR enhancer 1, TrxR1 substrate 16%, D2 antagonist 8 and TrxR1 inh 49%[activator].
Cc1nnc(Nc2ccc(O)cc2)[nH]c1=O was read as IDH1 R132H inh 0%, TRHR ag -0.1, USP1 inh -17%, D2 agonist -0.3, PI4K2A block 2, TRHR enhancer -1, TrxR1 substrate 5%, D2 antagonist 2 and TrxR1 inh 11%.
For CCCCC(=O)OC1=C(C(C)=O)N(Cc2ccccc2)S(=O)(=O)c2ccccc21 the results were IDH1 R132H inh 0%, TRHR ag 0.1, USP1 inh -30%, D2 agonist 0.6, PI4K2A block 4, TRHR enhancer 28, TrxR1 substrate -10% and TrxR1 inh -15%.
Screening CCn1c(=O)cc(O)c2c(=O)n(C)c(=O)n(C)c21 returned IDH1 R132H inh -2%, TRHR ag -0.2, USP1 inh -23%, D2 agonist -1.8, PI4K2A block 1, TRHR enhancer 1, TrxR1 substrate 0%, D2 antagonist -5 and TrxR1 inh 47%[activator].
For COc1cccc(CNS(=O)(=O)c2cc3c(cc2C)NC(=O)CO3)c1 the results were IDH1 R132H inh 14%, TRHR ag 0.2, USP1 inh -19%, D2 agonist 11, PI4K2A block 1, TRHR enhancer 3, TrxR1 substrate 10%[57.1 µM], D2 antagonist 12 and TrxR1 inh 5%[57.1 µM].
COC(=O)c1ccc(Cn2c(SCc3cccc(C)c3)nc3ccncc32)cc1 was read as IDH1 R132H inh 1%, TRHR ag -0.3, USP1 inh -3%, D2 agonist -0.4, PI4K2A block 0, TRHR enhancer -2, TrxR1 substrate 6% and TrxR1 inh 18%.
Screening C=CCNC(=S)N/N=C(\C)c1cc(OC)c(OC)c(OC)c1 returned IDH1 R132H inh 3%, TRHR ag -0.5, USP1 inh -5%, D2 agonist -1.0, PI4K2A block -3, TRHR enhancer 4, TrxR1 substrate -11%, D2 antagonist 9 and TrxR1 inh -3%.
For Cc1nc(NC(=O)CN2CCN(c3cccc(Cl)c3)CC2)sc1C(=O)N(C)C the results were IDH1 R132H inh -6%, TRHR ag -0.1, USP1 inh 2%, D2 agonist 0.2, PI4K2A block 5, TRHR enhancer -9, TrxR1 substrate -2%, D2 antagonist -1 and TrxR1 inh -2%.
CCOC(=O)COc1ccc(/C=C2/SC(=Nc3ccccc3)N(Cc3cccnc3)C2=O)cc1OC was read as IDH1 R132H inh 5%, TRHR ag 0.7, USP1 inh -24%, D2 agonist 0.9, PI4K2A block -11, TRHR enhancer 3, TrxR1 substrate -2%, D2 antagonist 10 and TrxR1 inh 6%.
For O=S(=O)(CC(CN1CCCCC1)N1CCCCC1)c1ccc2ccccc2c1 (stereo unspecified) the results were IDH1 R132H inh 0%, TRHR ag -0.1, USP1 inh -13%, D2 agonist -2.0, PI4K2A block 8, TRHR enhancer -2, TrxR1 substrate 11%, D2 antagonist -4 and TrxR1 inh inconclusive.
Screening O=C(COc1ccccc1Cc1ccccc1)Nc1cccc(S(=O)(=O)N2CCOCC2)c1 returned IDH1 R132H inh 0%, TRHR ag 1.2, USP1 inh -14%, D2 agonist 0.3, PI4K2A block 3, TRHR enhancer 2, TrxR1 substrate 1%, D2 antagonist -14 and TrxR1 inh 7%.
Screening CC(C)NC(=O)C1CCN(C2CCN(C(=O)c3cc4c(s3)CCCCC4)CC2)CC1 returned IDH1 R132H inh -5%, TRHR ag 1.1, USP1 inh -18%, D2 agonist 1.0, PI4K2A block 1, TRHR enhancer 2, TrxR1 substrate -2%, D2 antagonist -44 and TrxR1 inh 11%.
For COCCOC(=O)c1c(C)oc2ccc(O)c(CN3CCC(C)CC3)c12 the results were IDH1 R132H inh 2%, TRHR ag 0.1, USP1 inh -26%, D2 agonist -1.2, PI4K2A block 1, TRHR enhancer 3, TrxR1 substrate 7%, D2 antagonist 2 and TrxR1 inh 9%.

Fetched one by one from above:
CCN(CC)c1ccc(C(=O)OCC(=O)Nc2ccccc2-c2ccccc2)cc1 was read as IDH1 R132H inh 6%, TRHR ag 0.6, USP1 inh -11%, D2 agonist 0.0, PI4K2A block -3, TRHR enhancer 1, TrxR1 substrate 16%, D2 antagonist 8 and TrxR1 inh 49%[activator].
For Cc1nc(NC(=O)CN2CCN(c3cccc(Cl)c3)CC2)sc1C(=O)N(C)C the results were IDH1 R132H inh -6%, TRHR ag -0.1, USP1 inh 2%, D2 agonist 0.2, PI4K2A block 5, TRHR enhancer -9, TrxR1 substrate -2%, D2 antagonist -1 and TrxR1 inh -2%.

(continued)
Screening COC(=O)c1ccc(/C=N/NC(=O)c2ccc3nc[nH]c3c2)cc1 returned IDH1 R132H inh 2%, TRHR ag -0.7, USP1 inh -19%, PI4K2A block 5, TRHR enhancer 12, TrxR1 substrate 7% and TrxR1 inh 12%.
Cc1ccc(OCC(=O)NS(=O)(=O)c2ccc(Cl)cc2)cc1 was read as IDH1 R132H inh 6%, TRHR ag 0.0, USP1 inh -15%, D2 agonist -0.2, PI4K2A block -7, TRHR enhancer 22, TrxR1 substrate -10%, D2 antagonist 6 and TrxR1 inh -9%.
CC1=C(C(=O)Nc2ccccc2)C(c2ccccc2[N+](=O)[O-])NC(=O)N1 (stereo unspecified) was read as IDH1 R132H inh -3%, TRHR ag 2.1, USP1 inh -16%, D2 agonist 1.4, PI4K2A block 0, TRHR enhancer 3, TrxR1 substrate -1%, D2 antagonist -18 and TrxR1 inh 3%.
Screening Cc1ccccc1CS(=O)(=O)c1ccc(C(=O)N2CCOCC2)cc1[N+](=O)[O-] returned IDH1 R132H inh -1%, TRHR ag 0.1, USP1 inh -24%, D2 agonist 0.8, PI4K2A block -3, TRHR enhancer 1, TrxR1 substrate 5%, D2 antagonist -11 and TrxR1 inh 3%.
Screening CC(C)c1ccc(C(O)Cc2nc3ccccc3n2C)cc1 (stereo unspecified) returned IDH1 R132H inh 1%, TRHR ag 0.2, USP1 inh -18%, D2 agonist 0.0, PI4K2A block 1, TRHR enhancer 6, TrxR1 substrate 8%[57.1 µM], D2 antagonist 9 and TrxR1 inh 30%[57.1 µM].
For CCOC(=O)c1cnn(CCOC(=O)c2ccccc2)c1NC(=O)c1ccccc1 the results were IDH1 R132H inh -1%, TRHR ag -2.2, USP1 inh -5%, D2 agonist -0.5, PI4K2A block 6, TRHR enhancer -9, TrxR1 substrate -4%, D2 antagonist -2 and TrxR1 inh 2%.
`CCN1CCN(Cc2nc3c(c(=O)n(C)c(=O)n3C)n2CC(=O)c2ccccc2)CC1` gave IDH1 R132H inh -8%, TRHR ag 0.3, USP1 inh 12%, D2 agonist 1.9, PI4K2A block -4, TRHR enhancer 0, TrxR1 substrate 4%[57.1 µM], D2 antagonist -8 and TrxR1 inh 1%[57.1 µM].
`CCn1c(SCC(N)=O)nnc1-c1ccc2c(c1)OCO2` gave IDH1 R132H inh 0%, TRHR ag 0.0, USP1 inh -18%, D2 agonist 0.0, PI4K2A block 4, TRHR enhancer -11, TrxR1 substrate 3%[11.4 µM], D2 antagonist -1 and TrxR1 inh 19%[11.4 µM].
Cc1ccc(NC(=S)N/C(=N/S(=O)(=O)c2ccccc2)c2ccccc2)cc1 was read as IDH1 R132H inh 0%&-2%, TRHR ag -0.1, USP1 inh -17%&-8%, D2 agonist 0.7, PI4K2A block -3&-4, TRHR enhancer 9, TrxR1 substrate -9%, D2 antagonist -9 and TrxR1 inh 6.3µM*.
`COc1cc(OC)cc(C(=O)NCC(=O)N2CCCCCCC2)c1` gave IDH1 R132H inh -12%, TRHR ag 0.0, USP1 inh -18%, D2 agonist -0.1, PI4K2A block -12, TRHR enhancer -2, TrxR1 substrate 5%, D2 antagonist 34* and TrxR1 inh 15%.
Screening COc1ccc(C(=O)NCc2ccc3c(c2)CCN3C(=O)c2ccncc2)cc1 returned IDH1 R132H inh 0%, TRHR ag -0.6, USP1 inh -6%, D2 agonist 0.3, PI4K2A block 3, TRHR enhancer -3, TrxR1 substrate -9%[57.1 µM] and TrxR1 inh 3%[57.1 µM].
